EBNA-1 inhibitor = blocks EBNA-1 binding to DNA. 0.34% of 300,000 active. EBNA-1 DNA binding, fluorescence polarization. AID 1950. inhibition, % at 14.8 µM; in the data active means inhibition above about 28%
Efflux pump inh = blocks antifungal efflux pumps in multiplex yeast assay | S. cerevisiae Candida pump triplex, Nile Red efflux | inhibition, % at 10 µM | 0.44% of 330,000 active | AID 485275;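 active means plate passing quality check with inhibition over a set limit, or well fluorescence over plate mean plus 4 SD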;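 further: Nile Red retained in pooled yeast measured as flow cytometry median fluorescence; 0% = buffer negative control and 100% = Enniatin B positive control; higher means more Nile Red kept so more efflux inhibition; some compounds called inactive have numbers as strong as hits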
Yeast superoxide = lowers age-related superoxide in aged yeast cells. S. cerevisiae aged cells, superoxide DHE fluorescence; hits give low values. superoxide response (% of plate mean), % at 10 µM. 0.18% of 330,000 active;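 active means superoxide response under a set limit, about three screen SD below normal, cut at about 65% in these data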;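 further: yeast aged for seven days with compound at 30 °C before DHE staining; 100% = average MFI of all compound-treated wells on the plate with controls excluded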
Fam108B counter = Fam108B inhibition, counter-screen for RBBP9 inhibitors. recombinant Fam108B, FP-Rh probe fluorescence polarization. inhibition, % at 9.51 µM. 0.33% of 300,000 active. AID 1947;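 active means inhibition above the screen mean inhibition plus 3 SD, computed separately per campaign, cut at about 18% in these data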;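 further: inhibitors lower polarization as less probe binds the enzyme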
MEX-5 binding = C. elegans MEX-5 TCR-2 RNA binding activity. Q9XUB2. MEX-5/FITC-TCR2 RNA binding, fluorescence polarization; hits give low values. activity score (negative = inhibition of binding), % at 10 µM. 0.38% of 300,000 active;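 active means inhibition past about -25% in most replicates, and total fluorescence under double the plate's negative control median, limit read from the data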;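 further: 0% = DMSO and -100% = 5 µM competing unlabeled TCR2 RNA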
Target sequence (Q9XUB2 whole entry, looked up): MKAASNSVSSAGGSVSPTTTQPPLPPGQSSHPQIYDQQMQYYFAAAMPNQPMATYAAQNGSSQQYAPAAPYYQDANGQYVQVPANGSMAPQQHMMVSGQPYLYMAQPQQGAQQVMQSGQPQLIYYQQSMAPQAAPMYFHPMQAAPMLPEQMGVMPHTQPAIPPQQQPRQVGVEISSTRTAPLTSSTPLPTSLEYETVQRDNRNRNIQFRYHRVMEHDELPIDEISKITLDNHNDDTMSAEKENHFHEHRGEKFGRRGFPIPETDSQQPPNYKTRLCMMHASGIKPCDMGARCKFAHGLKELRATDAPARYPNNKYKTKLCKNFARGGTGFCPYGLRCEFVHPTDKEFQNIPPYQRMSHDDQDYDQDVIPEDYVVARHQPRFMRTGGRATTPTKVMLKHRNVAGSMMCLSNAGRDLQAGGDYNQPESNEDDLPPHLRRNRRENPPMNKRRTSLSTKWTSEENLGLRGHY
GLD-1 RNA inh = GLD-1-TGE RNA interaction inhibition (C. elegans) | inhibition, % at 5.96 µM | AID 2280 | 0.44% of 320,000 active | purified GLD-1 + fluorescein TGE RNA, fluorescence polarization | Q17339;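 active means percent inhibition above a per-plate cutoff, the plate mean of test compounds plus 3 SD, cut at about 30% in these data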;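 further: 0% = DMSO wells with GLD-1 and probe and 100% = wells lacking GLD-1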
BCLXL inh = blocks human Bcl-xL binding to Bim BH3 peptide | Q07817 | AID 2129 | inhibition, % at 10.9 µM | 0.7% of 320,000 active | GST-Bcl-xL / FITC-Bim BH3 peptide fluorescence polarization;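 active means inhibition above the mean of all tested compounds plus 3 SD, cutoff set per campaign, cut at about 30% in these data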;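 further: 0% = DMSO wells and 100% = unlabeled Bim-BH3 peptide competitor; inhibitors lower millipolarization by displacing the labeled peptide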
ZTA counter = counter-screen for EBNA-1 inhibitors: inhibitors of Epstein-Barr virus ZTA | 0.15% of 320,000 active | inhibition, % at 11 µM | P03206 | AID 2234 | ZTA-DNA binding, fluorescence polarization; in the data active means inhibition above about 33%
MCL1 BIM primary = MCL1-BIM-BH3 interaction inhibition (human). Q07820. GST-MCL1 / FITC-Bim-BH3 fluorescence polarization. inhibition, % at 10.9 µM. 0.68% of 320,000 active. AID 2057;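 active means inhibition above the mean inhibition of all tested compounds plus 3 SD, set per campaign, cut at about 40% in these data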;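 further: 0% = DMSO wells and 100% = unlabeled Bim-BH3 peptide control; higher means more loss of mP so more displacement of Bim peptide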
Target sequence (Q07820 whole entry, looked up): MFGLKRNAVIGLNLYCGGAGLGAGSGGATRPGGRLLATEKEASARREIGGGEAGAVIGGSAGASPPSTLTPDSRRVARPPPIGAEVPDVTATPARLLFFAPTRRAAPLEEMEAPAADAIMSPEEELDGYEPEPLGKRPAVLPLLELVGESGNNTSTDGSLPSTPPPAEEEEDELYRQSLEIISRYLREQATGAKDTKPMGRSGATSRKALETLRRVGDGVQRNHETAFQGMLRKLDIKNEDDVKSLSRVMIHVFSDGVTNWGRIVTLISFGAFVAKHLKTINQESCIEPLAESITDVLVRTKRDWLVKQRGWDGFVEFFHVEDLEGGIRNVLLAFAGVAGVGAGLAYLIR
Active calls of the source: *; . = not tested or not shown.

compound	EBNA-1 inhibitor	Efflux pump inh	Yeast superoxide	Fam108B counter	MEX-5 binding	GLD-1 RNA inh	BCLXL inh	ZTA counter	MCL1 BIM primary
CC1=NN(c2ccccc2)C(=O)C1N=Nc1ccc(S(N)(=O)=O)cc1 (configuration not stated)	13	-0.1	108	-3	-0.5	3	0	-8	1
COc1ccc(/C=N/N2C(=O)C3C4C=CC(C4)C3C2=O)cc1[N+](=O)[O-] (configuration not stated)	-6	0.0	89	-3	-0.1	1	5	8	2
COc1ccc(CCNC(=O)CSc2ccc(-c3ccco3)nn2)cc1OC	-7	0.1	90	0	-1.4	6	4	-4	9
Cc1ccc(C(=O)N2CCN(c3ncccn3)CC2)c(C)c1	0	0.2	98	-3	1.8	1	-7	6	-6
O=C(Nc1ccc(Cc2ccncc2)cc1)C1CCC(N2C(=O)C3CCCCC3C2=O)CC1 (configuration not stated)	7	0.1	132	-2	-1.1	10	3	6	1
CCOC(=O)/C(C#N)=C1/SC(CCO)C(=O)N1c1ccccc1 (configuration not stated)	0	0.0	90	0	2.2	-1	2	2	8
COc1cc(NC(=O)C2CCCCN2)ccc1OCC(C)C (configuration not stated)	-12	0.5*	111	-6	3.0	-7	-7	-8	-14
c1ccc(C2[C@H]3CN(Cc4cccnc4)[C@H](c4ccccc4)C34CC2(c2ccccc2)C4)cc1 (some centres not stated)	2	0.1	97	-1	0.7	-1	5	0	-4
CC(=O)NN1C(=O)/C(=C\c2ccc(C)cc2)SC1=S	3	0.0	111	2	-1.8	1	0	-6	5
Cc1ccc(Oc2ccccc2/C=C2\SC(=O)N(C)C2=O)cc1	6	0.1	109	-3	3.9	3	-5	13	-3
CCCCC1=CC2=CC(=O)C(C)(OC(=O)c3cccs3)C(=O)C2=CO1 (configuration not stated)	-1	.	.	1	-12	30	27	-12	39
O=C(CSc1nnnn1-c1ccccc1)NC(=O)Nc1ccc2c(c1)OCCO2	0	0.2	95	0	-1.3	12	7	-15	8
Cc1ccc(-c2nnn(CC(=O)N3CCN(c4ccccc4)CC3)n2)o1	7	-0.1	107	-2	-2.6	2	0	-9	6
COc1ccc2[nH]c(O)c(NC(C)=O)c2c1	-11	0.0	113	-1	1.8	2	4	-20	-2
CCc1nn2c(=O)cc(COc3ccc(/C=C4\C(=N)N5N=C(C)SC5=NC4=O)cc3)nc2s1	8	-0.1	84	3	-3.1	2	8	10	16
CCN1CCN(c2ccccc2NC(=O)C(C)Oc2ccc(C(C)=O)cc2)CC1 (configuration not stated)	.	-0.1	108	.	.	-2	4	-6	-3
CCOc1ccc(NC(=O)CC2C(=O)N(c3cccc(OC)c3)C(=O)N2C(C)C)cc1 (configuration not stated)	1	0.2	129	2	0.7	-8	0	6	-2
CCn1cc(Br)c(C(=O)Nc2cccc(Cl)c2)n1	2	-0.1	86	-2	-2.6	0	3	16	4
COc1ccc(NC(=O)CSc2cccc3cccnc23)c(OC)c1	2	0.1	105	-1	-2.1	2	3	-8	6
CCOC(=O)N1CCN(C(=O)Cn2c(=O)sc3ccccc32)CC1	4	-0.2	112	1	0.4	-3	1	-19	-4
CCC1(CC)C(=O)NC(=O)NC1=NCCc1ccc(O)cc1	2	-0.2	86	1	0.8	-1	3	-2	3
COCCOC(=O)c1c(C)oc2ccc(NS(=O)(=O)c3ccc(C(=O)O)cc3)cc12	-2	0.2	103	6	-3.2	-3	4	-1	1
Nc1ccc(S(=O)(=O)c2ccccc2)nc1	12	0.0	96	0	0.1	10	3	5	-1
O=C(COC(=O)Cc1ccc(S(=O)(=O)N2CCOCC2)s1)NCCc1ccccc1	7	0.0	101	0	2.0	-3	0	12	4
CC(/C=C/c1ccc(N(C)C)cc1)=N\N=C1\NC(=O)CC(C(=O)Nc2ccccc2)S1 (configuration not stated)	0	0.0	94	9	3.9	33*	-9	-25	-18
CSCCC(Nc1ccc(S(=O)(=O)N2CCOCC2)cc1[N+](=O)[O-])C(=O)OCC(=O)N(C(C)C)C(C)C (configuration not stated)	-3	0.1	106	7	-0.6	-5	4	-1	5
Cc1ccc(NC(=S)NCc2ccccc2Cl)c(C)c1	-4	-0.8	105	2	1.1	4	4	-14	10
O=C(Nc1ccc(O)cc1)c1ccc(C(=O)c2ccccc2)o1	-2	-0.1	85	-3	0.9	3	5	-11	10
COc1ccc(-c2cc3c(=O)n(CC(=O)NCCCN4CCC(Cc5ccccc5)CC4)ncn3n2)cc1	-1	-0.2	108	-4	-0.6	7	2	1	-4
CC1(C)Cc2c(sc3c2c(=N)n(Cc2ccco2)c(=O)n3Cc2ccc(Cl)cc2)CO1	1	-0.1	92	-2	6.3	1	-3	-11	4
Cc1ccc(S(=O)(=O)CC(=O)N2CCCC2)cc1	7	-0.2	90	0	2.3	2	4	2	5
CCN(CC)S(=O)(=O)c1cccc(-c2nnc(SCC(N)=O)n2CCc2ccccc2)c1	4	-0.1	104	0	0.5	4	3	23	6
O=C(/C=C/c1ccccc1)NNC(=O)c1cccc(Cl)c1	-12	0.1	104	-5	-0.7	-2	-3	1	-2
C=CCN1C2CCCC1CC(NC(=S)Nc1cccc(OC)c1)C2 (configuration not stated)	1	0.1	97	-1	-0.9	-7	4	5	6
C=CCOc1ccc(/C=C/C(=O)OCC(=O)N(C)CC(=O)Nc2ccc(F)cc2)cc1	13	0.1	86	-1	-1.0	5	0	-10	3
CCCCC(=O)Nc1cc(-c2nc3ncccc3o2)ccc1C	7	0.0	83	-2	1.5	6	0	-2	0
N#CCCN(Cc1ccccc1)C(=O)Nc1ccccc1	5	0.2	98	2	0.6	-1	-1	6	-2
Cc1cc(Cl)c(S(N)(=O)=O)cc1OCC(=O)NC1CCCCC1	-6	0.0	89	-3	-1.8	2	2	-1	-2
CCOc1ccc(NC(=NCc2ccc3c(c2)OCO3)SC2CC(=O)N(c3ccc(OCC)cc3)C2=O)cc1 (configuration not stated)	17	-0.3	110	-6	-1.5	2	5	5	5
Cc1nnc(NC(=O)CCn2c(=O)oc3ccccc32)s1	-6	0.0	111	-2	3.2	0	2	-8	4
O=C(O)c1ccc(NS(=O)(=O)c2cc(Cl)sc2Cl)cc1	7	-0.3	98	-1	0.3	1	7	2	11
Cc1ccc(S(=O)(=O)Oc2ccc(/C=C(/NC(=O)c3ccccc3)C(=O)Nc3ccccc3)cc2)cc1	-2	0.1	109	-17	0.6	-8	2	7	3
Cc1[nH]c2ccccc2c1C(=O)CSc1nncn1C	-12	0.0	98	-3	-1.7	2	4	0	-1
CCCOc1ccc(C2C(C(=O)c3cc4ccccc4o3)=C(O)C(=O)N2c2cc(C)on2)cc1 (configuration not stated)	10	0.2	127	-9	0.4	-6	4	14	0
CCCC(=O)Nc1ccc2oc(=O)ccc2c1	4	0.0	93	1	0.8	5	2	5	-4
Cc1cccc(CN2C(=O)N/C(=C/c3cc(C)n(-c4cc(C)ccn4)c3C)C2=O)c1	-9	-0.1	96	4	2.4	6	6	-3	4
COc1ccc(C(=O)CSc2nnc(CNC(=O)c3ccccc3F)n2C)cc1OC	3	0.0	101	0	0.0	-2	-7	-7	-4
O=C(Nc1nc(-c2ccccc2)cs1)c1ccc(N2CCOCC2)c([N+](=O)[O-])c1	-1	-0.3	92	0	-1.4	0	-1	-10	7
O=C(O)c1ccc(/C=N/O)cc1	-1	-0.1	91	-1	-3.4	7	4	-11	6
COc1ccc(C(=O)c2cnc[nH]2)cc1	-2	0.2	100	1	5.7	1	-3	-6	-3
O=C(Nc1ccccc1N1CCOCC1)c1ccc(Br)o1	6	0.2	123	-1	-0.6	0	0	3	0
O=C(CSc1nnc(CNc2ccc(Cl)cc2)o1)Nc1nc2ccccc2s1	13	0.0	109	-1	0.1	0	7	5	11
C(=N\NCc1ccccc1)/c1ccc2nccnc2c1	-11	0.5	67	0	2.1	-1	-2	-4	-5
COc1ccc(C(=O)Nc2nnc(CCS(=O)(=O)c3ccc(C)cc3)s2)cc1	4	-0.1	95	4	-0.7	5	5	-4	0
COc1cc(NC(=O)COC(=O)C=C(C)C)c(C)cc1[N+](=O)[O-]	-10	0.0	101	5	-1.1	-2	-5	-19	-2
O=C(NNS(=O)(=O)c1ccccc1[N+](=O)[O-])c1cccc(Br)c1	4	0.1	111	0	-0.5	6	5	4	14
CCCCC(C(=O)O)C(C)CC(=O)Nc1cccc(C(=O)O)c1 (configuration not stated)	-2	-0.1	96	-2	-1.3	4	-6	2	-10
COc1ccc(CCNC(=O)C2CCN(S(=O)(=O)N3CCOCC3)CC2)cc1OC	4	0.1	105	4	2.3	-7	2	11	-4

In the list so far, these have two or more sulfur atoms.
compound	EBNA-1 inhibitor	Efflux pump inh	Yeast superoxide	Fam108B counter	MEX-5 binding	GLD-1 RNA inh	BCLXL inh	ZTA counter	MCL1 BIM primary
CC(=O)NN1C(=O)/C(=C\c2ccc(C)cc2)SC1=S	3	0.0	111	2	-1.8	1	0	-6	5
CCc1nn2c(=O)cc(COc3ccc(/C=C4\C(=N)N5N=C(C)SC5=NC4=O)cc3)nc2s1	8	-0.1	84	3	-3.1	2	8	10	16
O=C(COC(=O)Cc1ccc(S(=O)(=O)N2CCOCC2)s1)NCCc1ccccc1	7	0.0	101	0	2.0	-3	0	12	4
CSCCC(Nc1ccc(S(=O)(=O)N2CCOCC2)cc1[N+](=O)[O-])C(=O)OCC(=O)N(C(C)C)C(C)C (configuration not stated)	-3	0.1	106	7	-0.6	-5	4	-1	5
CCN(CC)S(=O)(=O)c1cccc(-c2nnc(SCC(N)=O)n2CCc2ccccc2)c1	4	-0.1	104	0	0.5	4	3	23	6
O=C(O)c1ccc(NS(=O)(=O)c2cc(Cl)sc2Cl)cc1	7	-0.3	98	-1	0.3	1	7	2	11
O=C(CSc1nnc(CNc2ccc(Cl)cc2)o1)Nc1nc2ccccc2s1	13	0.0	109	-1	0.1	0	7	5	11
COc1ccc(C(=O)Nc2nnc(CCS(=O)(=O)c3ccc(C)cc3)s2)cc1	4	-0.1	95	4	-0.7	5	5	-4	0

Source: PubChem BioAssay
